Screens: PubChem, National Center for Advancing Translational Sciences (NCATS)
POLH inh: inhibitors of human DNA polymerase eta. recombinant Pol eta, fluorescent DNA replication assay. Potency, µM (titrated, usually from 114 µM), inactives show at the top dose activity change, negative = inhibition, most hits filed as inhibitors. AID 588591. actives 1.2% (n = 390,000); note: % is set by controls: 0 for no effect and ±100 for the full control effect
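Pol eta at 10 nM preincubated with compounds 15 min at room temperature; reaction started with fluorescent substrate (50 nM final) and read kinetically at 0 and 10 min.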
POLB inh: blocks human DNA polymerase beta activity | P06746 | actives 1.3% (n = 340,000) | Potency, µM (top dose mostly 114 µM), without a hit: at the highest dose activity change, negative = inhibition, hits mostly inhibitors | Pol beta primer extension/strand displacement, fluorescence kinetic; note: % is set by controls: 0 for no effect and ±100 for the full control effect
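10 nM enzyme + cpd, 15 min RT; start with substrate 50 nM final; read 0 min and after 10 min RT. Corrected, normalized data; 4-parameter Hill curve fit.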
Pol kappa inh: blocks human DNA polymerase kappa activity | Q9UBT6 | purified Pol kappa, fluorescent DNA synthesis assay, 10 min | Potency, µM (top dose mostly 107 µM), for inactives: at the highest dose activity, negative = inhibition, usual class: inhibitors | actives 0.53% (n = 400,000); note: % is set by controls: 0 for no effect and ±100 for the full control effect
Target sequence (Q9UBT6 whole entry, looked up): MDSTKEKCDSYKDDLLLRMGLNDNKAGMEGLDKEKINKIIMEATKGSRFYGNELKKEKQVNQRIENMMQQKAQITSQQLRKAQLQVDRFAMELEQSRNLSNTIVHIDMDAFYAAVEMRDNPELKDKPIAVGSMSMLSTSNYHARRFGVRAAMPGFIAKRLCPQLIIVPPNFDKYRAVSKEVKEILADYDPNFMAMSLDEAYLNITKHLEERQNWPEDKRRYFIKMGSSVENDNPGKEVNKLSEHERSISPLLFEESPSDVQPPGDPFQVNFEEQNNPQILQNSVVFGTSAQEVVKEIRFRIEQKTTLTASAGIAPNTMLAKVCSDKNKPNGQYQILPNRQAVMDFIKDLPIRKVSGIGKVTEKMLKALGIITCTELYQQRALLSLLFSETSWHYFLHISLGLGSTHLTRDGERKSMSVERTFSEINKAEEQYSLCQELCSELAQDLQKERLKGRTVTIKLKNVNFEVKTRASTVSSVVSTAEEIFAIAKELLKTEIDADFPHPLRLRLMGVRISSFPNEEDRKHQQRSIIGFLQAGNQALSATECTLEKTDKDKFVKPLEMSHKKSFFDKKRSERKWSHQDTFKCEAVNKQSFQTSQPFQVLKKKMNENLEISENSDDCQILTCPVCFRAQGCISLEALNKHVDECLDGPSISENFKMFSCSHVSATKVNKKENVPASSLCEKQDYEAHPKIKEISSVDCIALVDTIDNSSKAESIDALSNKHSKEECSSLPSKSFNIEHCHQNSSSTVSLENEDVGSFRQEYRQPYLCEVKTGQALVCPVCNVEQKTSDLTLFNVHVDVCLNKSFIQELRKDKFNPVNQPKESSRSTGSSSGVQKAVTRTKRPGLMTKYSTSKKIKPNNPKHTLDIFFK
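Pol kappa 10 nM + cpd, 15 min RT; start w/ substrate 50 nM final; fluorescence kinetic read, 0 and 10 min. Neg ctrl: buffer, no enzyme.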
POLI inh: blocks human DNA polymerase iota activity. actives 1% (n = 390,000). Potency, µM (titrated, usually from 115 µM), inactives show top-dose activity, negative = inhibition, actives largely listed as inhibitors. Pol iota fluorescent replication assay, 10 min
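Fluorescent replication assay read twice, at 0 min and 10 min after adding 50 nM (final) substrate. Enzyme (10 nM) and compounds were first incubated 15 min at room temperature; enzyme-free buffer wells were negative controls.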
BLM helicase inh: blocks DNA unwinding by human BLM helicase | P54132 | recombinant BLM DNA unwinding, fluorescence dequenching | Potency, µM (titrated, usually from 56.1 µM), for the others: at the highest dose activity change, negative = inhibition, most hits filed as inhibitors | actives 0.2% (n = 350,000) | AID 2528;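 note: plate controls were vehicle for no effect and no enzyme for full effect; nearly all actives have a fitted effect of over 35% in size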
JMJD2A Tudor inh: inhibitors of human JMJD2A Tudor domain | actives 4.4% (n = 390,000) | O75164 | AID 504339 | Potency, µM (highest dose often 114 µM), for the others: at the top dose activity change, negative = inhibition, actives largely listed as inhibitors | AlphaScreen JMJD2A-Tudor / H3K4me3 peptide binding; note: % is set by controls: 0 for no effect and ±100 for the full control effect; nearly all actives have a fitted effect of over 50% in size
BAZ2B inh: BAZ2B (human) inhibition | Q9UIF8 | AlphaScreen BAZ2B-H3K14Ac peptide displacement | Potency, µM (highest dose often 114 µM), for the others: at the highest dose activity change, negative = inhibition, most hits filed as inhibitors | actives 4.4% (n = 360,000); note: % is set by controls: 0 for no effect and ±100 for the full control effect; nearly all actives have a fitted effect of over 60% in size
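Protein-peptide AlphaScreen: BAZ2B 50 nM, b-H3K14Ac 50 nM, 1x PBS pH 7.4 + 0.01% Tween-20. Preincubation 30 min RT; cpd 30 min RT (top 110 uM); beads 20 min RT, light-protected.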
APEX1 inh: blocks human APE1 abasic DNA cleavage; Potency, µM (titrated, usually from 65.8 µM), for the others: top-dose activity change, negative = inhibition, most hits filed as inhibitors; recombinant APE1, TAMRA/BHQ-2 abasic DNA cleavage fluorescence; P27695; actives 0.35% (n = 350,000); AID 2517;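 note: plate controls were vehicle for no effect and reference inhibitor for full effect; nearly all actives have a fitted effect of over 55% in size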
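Measures dequenching upon AP-site incision of a 5'-TAMRA/3'-BHQ-2 THF-containing duplex, 50 nM; human APE1 0.75 nM after 15 min room-temperature exposure to compound; kinetic three-point read at one-minute spacing.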
G9a inh: blocks human histone lysine methyltransferase G9a; AID 504332; Potency, µM (doses to about 102 µM), for the others: at the highest dose activity, negative = inhibition, most hits filed as inhibitors; actives 8.8% (n = 350,000); G9a H3K9 monomethylation, AlphaScreen, 2 h; Q96KQ7; note: % is set by controls: 0 for no effect and ±100 for the full control effect; nearly all actives have a fitted effect of over 75% in size
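G9a (20 nM) preincubated 15 min RT with compounds, then 500 nM biotinylated H3K9 peptide and 20 uM SAM added; 2 h RT reaction. Monomethyl-H3K9 product detected by AlphaScreen with anti-H3K9me1 antibody, streptavidin donor and anti-rabbit IgG acceptor beads.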
The depositor's hits bear a star; u = inconclusive; x = no result given; & = joins results of further samples; ! = not active in a repeat; [ ] = dose if it differs, or a comment. Calls come from the whole dose curve; as a rule, active = well fitted curve in the direction sought with a large enough effect; inconclusive = small, poorly fitted or top-dose-only effect, or another doubt; inactive = no such curve, though single readings can be large; an effect the other way counts as inactive or inconclusive. Potency is the fitted concentration of half-maximal effect.

Short forms – A = POLH inh; B = POLB inh; C = Pol kappa inh; D = POLI inh; E = BLM helicase inh; F = JMJD2A Tudor inh; G = BAZ2B inh; H = APEX1 inh; I = G9a inh
> CCOC(=O)c1c(C)nc(C)c(C(=O)OCC)c1-c1ccc(OC)cc1
  A = -7%	B = 0.16µM*!	C = -8%	D = 28%	E = 5%&-6%	F = 0%	G = 34%&4%[activator]	H = 6%&-9%	I = 0%

> O=C1CCC(=O)N1CN(C(=O)c1ccco1)c1ccccc1
  A = -1%	B = 12%	C = -10%	D = 12%	E = -2%	F = 8%	G = 6%	H = 0%	I = 13%[59 µM]

> CN1CCN(c2ncc3nc(-c4cn(C)c5ccccc45)c(=O)n(Cc4cccs4)c3n2)CC1
  A = x	B = x	C = -2%[60.1 µM]	D = x	E = 7%	F = x	G = x	H = 13%	I = -25%[0.501 µM]

> O=C(NC(=S)Nc1ncc(Br)cc1Br)c1ccccc1
  A = -23%	B = 50%	C = -10%	D = 71%[activator]	E = -1%	F = -21%	G = -32%	H = 7%	I = u

> CSc1nsc(SC)c1C(=O)Nc1ccc(Cl)cc1
  A = -8%	B = u	C = -2%	D = u	E = -9%	F = 3%	G = -2%	H = 1%	I = x

> O=C(/C=C/c1cccs1)c1ccc([N+](=O)[O-])cc1
  A = -17%	B = -18%	C = 4%	D = 27%	E = -12%	F = -16%	G = -29%	H = 11%	I = x

> COc1ccc(C(CNC(=O)c2ccc(S(=O)(=O)Nc3cccc(C)c3C)cc2)N2CCOCC2)cc1 (stereo unspecified)
  A = -5%	B = x	C = -3%	D = -7%	E = x	F = -30%	G = x	H = x	I = x

> CC(C)(C)c1cc(NCCCn2ccnc2)n2ncc(-c3ccc(Cl)cc3)c2n1
  A = -24%	B = 7%	C = -9%	D = 8%	E = -19%	F = -20%	G = u	H = -3%	I = x

> CN(C)c1ccc(C2=NOC(CN3C(=O)c4ccccc4S3(=O)=O)C2)cc1 (stereo unspecified)
  A = -9%	B = -21%	C = -5%	D = -2%	E = 0%	F = -17%	G = -22%	H = 1%	I = u

> O=C(CN1CCC(Cc2ccccc2)CC1)NC(=O)NC1CCCCC1
  A = -12%	B = -10%	C = 2%	D = 7%	E = -5%	F = 4%	G = 4%	H = -3%	I = u

> O=C(NNC(=O)C1CCCCC1)c1ccc(Br)cc1
  A = -13%	B = -13%	C = -3%	D = 2%	E = -5%	F = -8%	G = -20%	H = -3%	I = -31%

> CN(c1ccc(F)cc1)S(=O)(=O)c1ccc(Cl)c(C(=O)OCC(=O)NC2CC2)c1
  A = -17%	B = x	C = 3%	D = -13%	E = x	F = 3%	G = x	H = -6%	I = x

> CC(C)COc1ccc(C(=O)NCc2ccco2)cc1
  A = u	B = u	C = -7%	D = 9%	E = -3%	F = u	G = -35%	H = -10%	I = 3%[12.7 µM]

> COC(=O)c1ccccc1NC(=S)N(Cc1ccc2c(c1)OCO2)Cc1cc2ccc(OC)cc2[nH]c1=O
  A = -16%	B = 7%	C = -2%	D = 2%	E = -8%	F = -27%[57.1 µM]	G = u	H = -3%	I = 0.28µM*

> O=C1CC(NCc2ccc3c(c2)OCO3)C(=O)N1CCc1ccccc1 (stereo unspecified)
  A = 1%	B = -21%	C = 0%	D = 31%[activator]	E = -1%	F = -12%	G = 5%	H = 0%	I = -24%[12.7 µM]

> O=C(NCCc1ccc(Cl)cc1)C1COc2ccccc2O1 (stereo unspecified)
  A = -13%	B = -29%	C = -19%	D = 50µM*	E = -5%	F = -4%	G = -11%	H = 49%	I = 9%

> COc1cccc(NC(=O)CN(C)C(C)C(=O)N2CCCCC2)c1 (stereo unspecified)
  A = 4%	B = x	C = -8%	D = 3%	E = x	F = 0.32µM*	G = x	H = -1%	I = x

> O=c1oc(-c2cccs2)nc2ccccc12
  A = -7%	B = 1%	C = -8%	D = -6%	E = -7%	F = 12%	G = 0%	H = -3%	I = u

> O=C(c1ccc(NC(=S)Nc2ccc(F)cc2F)cc1)N1CCOCC1
  A = -20%	B = -13%	C = 4%	D = 5%	E = 0%	F = -3%	G = -2%	H = 7%	I = -40%

> Cc1nc(C)c(C(=O)N(c2ccc(F)cc2)C(C(=O)NCC2CCCO2)c2ccccc2)s1 (stereo unspecified)
  A = -16%	B = 57%	C = 4%	D = 148%[activator]	E = 2%	F = -9%[57.1 µM]	G = 6%	H = 4%	I = 20%

> O=C(Nc1nccs1)c1cc2cc(Cl)ccc2oc1=O
  A = -1%	B = 10%	C = 14%	D = 35%[activator]	E = -1%	F = -11%	G = -3%	H = 1%	I = 10%[12.7 µM]

> CCC(=O)N1CCc2cc(S(=O)(=O)CCC(=O)N(C)c3ccc(OC)cc3)ccc21
  A = 6%&5%	B = 0%&24%	C = 1%&12%	D = -5%&3%	E = 1%&2%	F = -8%&-8%	G = 4%	H = 13%	I = 23%

> CC(=O)c1ccc(NS(=O)(=O)c2ccc3ccccc3c2)cc1
  A = -16%	B = 2%	C = -2%	D = 18%	E = -1%	F = -16%	G = -6%	H = -11%	I = 5%[59 µM]

> O=[N+]([O-])c1cccc(/C=N/n2c(-c3cccnc3)n[nH]c2=S)c1
  A = -6%	B = -6%	C = -31%	D = -19%	E = 2%	F = 4µM*	G = -37%	H = 3%	I = 1.8µM*

> O=C(Cn1cnc2c(NCc3ccccc3)ncnc21)NCCCN1CCCC1=O
  A = -16%	B = x	C = 13%	D = 29%	E = x	F = -4%	G = x	H = 9%	I = x

> COc1ccc2c(CNCc3cccs3)c(C(=O)O)n(Cc3ccccc3F)c2c1
  A = 11%	B = 1%	C = -4%	D = -29%	E = -3%	F = -25%	G = u	H = x	I = -29%[59 µM]

> COc1ccc(NC2=C(Cl)C(=O)N(c3ccccc3)C2=O)c(OC)c1
  A = -20%	B = u	C = -7%	D = -6%	E = -10%	F = u	G = -15%	H = -2%	I = u

> CC1(C)C(=O)Nc2ccccc2N1C(=O)COC(=O)Cn1cnc2ccccc2c1=O
  A = -7%	B = 13%	C = -3%	D = 1%	E = 4%	F = 1%	G = 0%	H = 4%	I = 12%[59 µM]

> CC1(C)Oc2ccc(C(=O)NC3CC3)cc2N(CC(=O)N2CCOCC2)C1=O
  A = 7%	B = 2%	C = -17%	D = 44%	E = -1%	F = 1%	G = -5%	H = 1%	I = 7%[12.7 µM]

> COc1ccc(Br)cc1/C=N/NC(=O)c1nc(-c2ccccc2)n2c1CCCCC2
  A = -13%	B = 18%	C = 7%	D = 5%	E = -6%	F = u	G = u	H = 2%	I = -41%[59 µM]

> O=C(Cc1c(F)cccc1Cl)Nc1ccon1
  A = -10%	B = -2%	C = 5%	D = 62%[activator]	E = -1%	F = -11%	G = 5%	H = 19%	I = -2%[59 µM]

> CC(O)(c1ccccc1)C(C(c1ccccc1)N1CCOCC1)N1CCOCC1 (stereo unspecified)
  A = -16%	B = x	C = -1%	D = 108%[activator]	E = x	F = -20%	G = x	H = x	I = x

> O=C(NCCN1C(=O)S/C(=C\c2cccnc2)C1=O)c1cc(S(=O)(=O)N2CCOCC2)ccc1F
  A = 3%	B = 3%	C = 0%	D = u	E = -6%	F = u	G = -6%	H = 0%	I = 40µM*

> COCCn1c(SCC(=O)NCCc2ccc(OC)c(OC)c2)nc2c([nH]c3ccccc32)c1=O
  A = -3%	B = 0%	C = -13%	D = -10%	E = 1%	F = -13%	G = 9%	H = 20%	I = 10%

> COCCNC(=O)C1Cc2c(ccc3ccccc23)O1 (stereo unspecified)
  A = -17%	B = 5%	C = 1%	D = 155%[activator]	E = -2%	F = -7%[57.1 µM]	G = -2%	H = 8%	I = -12%[59 µM]

> O=[N+]([O-])c1cccc(S(=O)(=O)N/N=C\c2ccc3c(c2)OCO3)c1
  A = -20%	B = 1%	C = 4%	D = 21%	E = -4%	F = -16%	G = -34%	H = 52%[activator]	I = -12%

> O=C(CSc1n[nH]c(-c2ccccc2)n1)NCCc1ccccc1
  A = -10%	B = 8%	C = -2%[60.1 µM]	D = 35%[activator]	E = 0%	F = 3%	G = 8%	H = x	I = 8%[59 µM]

> CCN(C(=O)CSc1nnnn1-c1ccc(Cl)cc1)C1CCS(=O)(=O)C1 (stereo unspecified)
  A = -13%	B = x	C = -4%	D = 8%	E = x	F = 1%	G = x	H = 57%	I = x

> O=C(NCCCCNC(=O)c1cccnc1Cl)c1cccnc1Cl
  A = -17%	B = 36%	C = 2%	D = 38%[activator]	E = -10%	F = -14%	G = -16%	H = 10%	I = 33%

> C#CCNC(=O)C1=C[C@H](c2ccc(Br)cc2)[C@@H](CCCO)[C@H](OCC)O1
  A = -17%	B = -16%	C = -13%	D = 31%[activator]	E = -3%	F = -9%	G = -1%	H = -3%	I = 13%[59 µM]

> O=C(O)Cn1cc(C(=O)C2CC2)c2ccccc21
  A = -6%	B = 28%	C = 20%	D = 12%	E = -4%	F = -17%	G = -5%	H = 11%	I = -9%[59 µM]

> COC(=O)C1=C[C@@H](C(=O)OC)[C@@H]2C3=C(C(=O)C2(C)C)[C@H](C)n2c(=O)n(C)c(=O)n2[C@@H]3C1
  A = x	B = x	C = u	D = u	E = 8%	F = -4%	G = x	H = -2%	I = x

> CC(=O)Nc1ccc(NC(=O)COC(=O)[C@@H](NC(=O)c2ccc(F)cc2)C(C)C)cc1
  A = -2%	B = -8%	C = -2%	D = 35%[activator]	E = -2%	F = -1%	G = -13%	H = -5%	I = 4%

> C/C(CC(=O)Nc1cccc2c1CCCC2)=N\NC(=O)Cc1ccccc1
  A = 3%	B = 15%	C = -12%	D = -17%	E = -2%	F = -14%	G = 3%	H = 21%[12.4 µM]	I = 6%[59 µM]

> Cc1cc(C)c(S(=O)(=O)N2CCCCC2CCNC(=O)C(=O)NCc2ccccn2)c(C)c1 (stereo unspecified)
  A = -14%	B = x	C = -17%	D = 51%[activator]	E = x	F = -26%	G = 7%	H = -7%	I = 10%[0.501 µM]

Some of these compounds in order of their number in G9a inh, highest first.
Structure | G9a inh
COCCn1c(SCC(=O)NCCc2ccc(OC)c(OC)c2)nc2c([nH]c3ccccc32)c1=O | 10%
CC(=O)Nc1ccc(NC(=O)COC(=O)[C@@H](NC(=O)c2ccc(F)cc2)C(C)C)cc1 | 4%
O=[N+]([O-])c1cccc(S(=O)(=O)N/N=C\c2ccc3c(c2)OCO3)c1 | -12%

Some of the compounds tested; count on the stated rates, not on these rows.
